# Assay outcomes: PubChem BioAssay, several laboratories
# PPC-1+TRAIL kill – PPC-1 cancer cell killing with TRAIL present; cell killing (% activity), % at 4 µM; 0.41% of 220,000 active; PPC-1 cells + TRAIL, ATPLite viability luminescence;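 active = cell killing above 50% in the first pass at 4 µM, then a duplicate retest at 5 µM averaging 50% or more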;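 note: plate controls were cells with TRAIL plus DMSO for no effect and medium-only wells lacking cells for full effect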
# Tb hexokinase – blocks Trypanosoma brucei hexokinase 1 activity | recombinant TbHK1, G6PDH-coupled NADH A340 | inhibition, % at 10 µM | 0.11% of 220,000 active | AID 1430;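 active = inhibition of 50% or more in the single-dose primary screen; inactive = inhibition below 50%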
# m-calpain inh – blocks pig calpain II enzyme activity | purified calpain II, fluorogenic peptide substrate, 30 min | inhibition, % at 16 µM | 0.37% of 220,000 active | AID 1236;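 active = inhibition above about 50%, limit read from the data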
# thrombin 1536 – thrombin (human) inhibition; alpha-thrombin, Boc-VPR-AMC fluorogenic substrate cleavage; P00734; 0.26% of 220,000 active; inhibition, % at 5 µM; AID 1046;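 active = inhibition at or above 40%; inactive = inhibition below 40%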;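 note: 0% = enzyme with no compound and 100% = wells without enzyme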
#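 Test system: human alpha-thrombin; medium: pH 7.5 Tris-saline with Tween 20; times: reaction at room temperature; signal: AMC fluorescence at 355 nm excitation and 460 nm emission; also added: Boc-VPR-AMC substrate, 15 µM final; dosing: one concentration per compound, 5 µM, with 0.2% DMSO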
# EBV gp42 block – inhibitors of Epstein-Barr virus glycoprotein 42 | Q1HVG2 | Fluorescence polarization binding assay, mP read-out | inhibition, % (tested at 21.74 µM) | 0.42% of 220,000 active; in the data active = inhibition above about 50%
# Furin inh – inhibitors of human furin; P09958; purified furin, fluorogenic substrate cleavage; inhibition, % at 30 µM; 0.061% of 220,000 active; in the data active = inhibition above about 25%; note: inactives centre near -15
# zfTRPN1 agonist – zebrafish TRPN1 (NompC) channel agonism; activation, % at 3 µM; HEK293 zebrafish TRPN1-YFP, Fluo-8 calcium fluorescence; 100% = response to 87 µM carbachol; 0.18% of 220,000 active;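 active = activation above its plate's cutoff, the mean activation of test wells on that plate plus 3 SD, cut at about 19% in these data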;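 note: 0% = DMSO alone and 100% = 87 µM carbachol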
#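 System: zebrafish TRPN1-YFP in HEK293 cells / Dosing: 3 µM single point / Timing: dye loading 1 h at 37 °C, then 30 min room temperature / Signal: Fluo-8 calcium fluorescence, excitation 470-495 nm, emission 515-575 nm / Read-out basis: percent activation from peak over basal fluorescence ratio, control-normalized / Control set: high carbachol 87 µM, low DMSO alone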
# TRPML3 ag – human mucolipin-3 channel agonism; activation, % at 3 µM; HEK293 TRPML3-YFP, Fluo-8 calcium fluorescence; 100% = the carbachol control signal; AID 1448; 0.29% of 220,000 active;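 active = activation above its plate's cutoff, the mean activation of the plate's test wells plus 3 SD, cut at about 12% in these data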;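 note: 0% = DMSO only wells and 100% = carbachol wells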
#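 system = HEK293 cells stably carrying human TRPML3-YFP | doses = one concentration, 3 µM nominal, 0.3% DMSO | timing = dye loading 1 h 37 °C then 30 min ambient, 125 s read | detection = Fluo-8 calcium dye fluorescence, ex 470-495, em 515-575 nm | benchmarks = high control carbachol 87 µM, low control DMSO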
# Cl transport mod – KCC2 (human) Cl- transport modulation; AID 1456; B-score of Tl+ flux slope (higher = more flux/activation; lower = inhibition) at 10 µM; 2.2% of 190,000 active; Q9H2X9; KCC2 cells, thallium flux FluoZin-2 fluorescence;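 active = thallium flux slope and its plate-corrected score both differing from the plate sample mean at a set confidence after two filtering rounds, in either direction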;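 note: slope of fluorescence scaled to starting intensity during 10 to 20 s after thallium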
# Target sequence (Q9H2X9 whole entry, looked up): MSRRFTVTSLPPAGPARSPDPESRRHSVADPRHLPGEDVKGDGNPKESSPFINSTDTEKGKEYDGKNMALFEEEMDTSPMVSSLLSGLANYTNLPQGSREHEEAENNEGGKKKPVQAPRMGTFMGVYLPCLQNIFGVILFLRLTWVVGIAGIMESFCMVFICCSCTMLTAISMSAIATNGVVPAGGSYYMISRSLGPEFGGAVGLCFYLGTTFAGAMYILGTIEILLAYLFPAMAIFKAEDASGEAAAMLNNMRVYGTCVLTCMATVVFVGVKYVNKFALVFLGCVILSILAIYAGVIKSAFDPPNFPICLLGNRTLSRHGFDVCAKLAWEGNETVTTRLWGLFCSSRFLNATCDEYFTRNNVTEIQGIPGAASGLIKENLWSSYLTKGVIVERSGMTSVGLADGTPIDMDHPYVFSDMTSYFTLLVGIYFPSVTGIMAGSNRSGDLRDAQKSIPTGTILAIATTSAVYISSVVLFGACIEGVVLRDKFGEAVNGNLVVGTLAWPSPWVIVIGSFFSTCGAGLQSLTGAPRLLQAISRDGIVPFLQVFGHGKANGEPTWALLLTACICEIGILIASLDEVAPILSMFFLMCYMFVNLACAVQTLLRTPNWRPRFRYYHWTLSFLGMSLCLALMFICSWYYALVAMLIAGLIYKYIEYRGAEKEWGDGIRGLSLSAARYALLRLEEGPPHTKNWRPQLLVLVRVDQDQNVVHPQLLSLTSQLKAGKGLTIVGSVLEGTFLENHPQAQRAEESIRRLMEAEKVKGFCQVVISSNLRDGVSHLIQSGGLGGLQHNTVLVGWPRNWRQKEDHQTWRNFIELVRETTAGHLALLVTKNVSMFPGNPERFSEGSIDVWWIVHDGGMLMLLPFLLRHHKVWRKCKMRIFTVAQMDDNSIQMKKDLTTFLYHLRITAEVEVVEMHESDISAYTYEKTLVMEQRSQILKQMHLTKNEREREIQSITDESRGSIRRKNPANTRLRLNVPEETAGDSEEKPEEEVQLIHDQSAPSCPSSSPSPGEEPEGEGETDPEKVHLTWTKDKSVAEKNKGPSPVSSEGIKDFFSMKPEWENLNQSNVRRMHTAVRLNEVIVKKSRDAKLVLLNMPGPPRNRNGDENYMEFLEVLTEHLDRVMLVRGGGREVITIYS
# An asterisk follows results filed as active; i = inactive; nt = not tested or not shown; [ ] = another dose, or the depositor's remark. Not a hit list (roughly 3.6% active in at least one column).
Structure | PPC-1+TRAIL kill | Tb hexokinase | m-calpain inh | thrombin 1536 | EBV gp42 block | Furin inh | zfTRPN1 agonist | TRPML3 ag | Cl transport mod
COc1cc2[nH]c(=S)nc(NC3CCCC3)c2cc1OC | 10 | -17 | -15 | -5 | -9 | -11 | 0.2 | 0.3 | -1.9
CCCC1(c2ccccc2)NC(=O)N(CC(=O)Nc2cc(C)on2)C1=O (stereo not drawn) | 33 | 1 | -9 | -3 | -6 | -23 | 5.0 | 1.3 | -0.39
COC(=O)c1cn(CC(=O)Nc2ccc(F)cc2)c2ccccc12 | -1 | -1 | -26 | -4 | 2 | -15 | 1.2 | 0.9 | nt
Cc1ccc(NC2=NCCCCC2)cc1C | 3 | 0 | 17 | -19 | -18 | -29[20 µM] | -1.1 | 1.0 | -0.015
CCOc1ccc(NC(=O)CSc2nc3cccnc3n2CCOC)cc1 | 27 | -10 | 1 | 0 | -12 | -16 | 0.0 | 0.1 | nt
CCOC(=O)N1CCC(NC(=O)C2CCN(C(=O)N3CCOc4ccccc43)CC2)CC1 | 3 | -4 | -5 | 0 | -16 | -5[20 µM] | 1.1 | 0.5 | 0.74
C=CCOc1c(Cl)cc(/C=N/O)cc1OC | 7 | -8 | -13 | 1 | -7 | -16 | -0.6 | -0.6 | -0.78
N/C(=N/OS(=O)(=O)c1ccc([N+](=O)[O-])cc1)c1ccncc1 | 16 | 5 | 1 | -1 | -3 | -27 | 0.6 | 0.6 | 0.12
CS(=O)(=O)N1N=C(c2cccs2)CC1c1ccccc1O (stereo not drawn) | -4 | -4 | -11 | -18 | -16 | -20 | 0.4 | 0.3 | 0.42
Cc1ccc2c(c1)N(CC(=O)NCC1CCCO1)C(=O)C(C)O2 (stereo not drawn) | -16 | -2 | -16 | -3 | -7 | -16[20 µM] | 0.9 | 0.3 | 0.089
O=c1oc2cc(O)c(Cl)cc2c2ccccc12 | 5 | 20 | 2 | -1 | -2 | -1 | 1.1 | 0.9 | -1.6
CCCCOCC1CC(CC#CCN2CCCCC2)C(=O)O1 (stereo not drawn) | 10 | 0 | -14 | -5 | -19 | -22 | -0.9 | -0.7 | -0.012
Cc1cccc(-n2c(N)cc(=O)nc2SCC(=O)Nc2nnc(CC(C)C)s2)c1 | 4 | 5 | -19 | -8 | -2 | -21[20 µM] | 0.3 | -0.1 | -0.29
Cc1ccc([N+](=O)[O-])cc1S(=O)(=O)NCCc1c(C)[nH]c2ccccc12 | 1 | -1 | 0 | 1 | 16 | -25 | 0.4 | 0.3 | 1.3
O=c1c2ccccc2c(/C=N/NS(=O)(=O)c2ccccc2)c(O)n1-c1ccccn1 | 13 | -2 | 10 | nt | -111 | -18 | 1.0 | 0.8 | 0.03
CCC1C=C(c2ccccc2)C=CN=C1N(CC)CC (stereo not drawn) | -4 | 4 | 28 | 5 | -4 | -18 | -1.0 | 0.5 | -1.4
Cc1cccc(C)c1NC(=O)NNC(=O)c1cc(C(C)(C)C)nn1Cc1ccccc1 | 7 | -2 | 9 | 3 | -4 | -8 | -1.1 | -0.9 | 0.5
Cc1ccc(S(=O)(=O)N(C)C)cc1NC(=O)COC(=O)c1ccc2c(c1)NC(=O)CS2 | 16 | -11 | -18 | -1 | -17 | -19 | 1.4 | 0.3 | -1.3
CCOc1ccc(N(C(=O)/C=C/C(=O)Nc2cc(C)on2)C(C(=O)NC2CCCC2)c2ccccc2C)cc1 (stereo not drawn) | 2 | -3 | -51 | -1 | -5 | -15[20 µM] | 0.2 | 0.4 | nt
NC(=S)N/N=C/c1ccccc1 | -5 | -4 | 16 | 19 | 8 | -22 | 1.9 | 0.3 | 0.00095

# Full records, looked up by structure. Screens in order: PPC-1+TRAIL kill	Tb hexokinase	m-calpain inh	thrombin 1536	EBV gp42 block	Furin inh	zfTRPN1 agonist	TRPML3 ag	Cl transport mod
# Cc1ccc([N+](=O)[O-])cc1S(=O)(=O)NCCc1c(C)[nH]c2ccccc12 across the screens: 1	-1	0	1	16	-25	0.4	0.3	1.3
# Cc1ccc(S(=O)(=O)N(C)C)cc1NC(=O)COC(=O)c1ccc2c(c1)NC(=O)CS2 across the screens: 16	-11	-18	-1	-17	-19	1.4	0.3	-1.3
# CCCCOCC1CC(CC#CCN2CCCCC2)C(=O)O1 (stereo not drawn) across the screens: 10	0	-14	-5	-19	-22	-0.9	-0.7	-0.012
# CCCC1(c2ccccc2)NC(=O)N(CC(=O)Nc2cc(C)on2)C1=O (stereo not drawn) across the screens: 33	1	-9	-3	-6	-23	5.0	1.3	-0.39
# Cc1ccc(NC2=NCCCCC2)cc1C across the screens: 3	0	17	-19	-18	-29[20 µM]	-1.1	1.0	-0.015

# Further results:
Structure | PPC-1+TRAIL kill | Tb hexokinase | m-calpain inh | thrombin 1536 | EBV gp42 block | Furin inh | zfTRPN1 agonist | TRPML3 ag | Cl transport mod
CCOC(=O)C1(CCOC)CCN(Cc2nc(C(C)C)cs2)CC1 | -2 | -2 | -21 | -7 | -12 | -18 | 1.5 | 0.8 | 0.12
CCOc1ccc(CC2c3cc(OCC)c(OCC)cc3CCN2C(=O)c2cc(OC)c(OC)c(OC)c2)cc1OCC (stereo not drawn) | 11 | -11 | -36 | -5 | 3 | -9 | 1.8 | -0.3 | nt
Cc1ccc2nc(-c3cccc(N)c3)oc2c1 | 76*[5 µM] | -7 | i | 1 | -4 | -9[20 µM] | -0.3 | 0.7 | nt
COc1cccc(-c2csc(N3CCN(C(=O)Nc4ccc(F)cc4)CC3)n2)c1 | 7 | 4 | 31 | 0 | -7 | -18[20 µM] | 3.3 | 0.9 | 0.059
Cc1ccc(N2CCN(S(=O)(=O)N3CCCCC3)CC2)cc1C | 3 | 2 | -9 | -8 | -16 | -30 | 0.2 | 1.2 | -0.2
O=C(NNS(=O)(=O)c1ccc2ccccc2c1)c1cccnc1 | -2 | 5 | -1 | -6 | -17 | -17 | 3.2 | 0.5 | 1.2
O=C1CC(N2CCN(c3ccccc3Cl)CC2)C(=O)N1c1ccccc1 (stereo not drawn) | 29 | -8 | 17 | -1 | -4 | -15[20 µM] | 2.0 | 0.5 | -0.042
O=C1Nc2ccccc2C12Nc1ccccc1S2 (stereo not drawn) | 11 | -4 | -184 | 1 | -8 | -24[20 µM] | -1.5 | -1.1 | 0.53
O=C(NCc1ccc(Cl)cc1)c1n[nH]c([N+](=O)[O-])c1Cl | 32 | -6 | 8 | 2 | -5 | -18 | 2.4 | 3.1 | -3.8*
Cc1cccc(NC(=O)C2CCCN(C(=O)Nc3ccccc3)C2)c1C (stereo not drawn) | -8 | 2 | 4 | -4 | -13 | -11[20 µM] | -1.8 | 0.9 | 0.0015
COc1ccccc1NC(=O)Cc1nn(C)c(=O)c2ccccc12 | 7 | 3 | -13 | -9 | -9 | -12[20 µM] | 6.4 | 3.3 | 0.12
COCC(C)NS(=O)(=O)c1ccccc1 (stereo not drawn) | 24 | 10 | 4 | 39 | 3 | -12 | -0.3 | 0.2 | 1.5
COc1ccc(/C=C/C(=O)NCc2c(C)nn(C)c2C)cc1COc1ccc(Br)cc1 | -6 | -7 | -120 | 1 | 2 | -12[20 µM] | 0.9 | -0.3 | 0.67
Cc1ccccc1NC(=O)C1C2/C=C\CCCCC21 (stereo not drawn) | 9 | -7 | -19 | -17 | 3 | -14 | 0.2 | 0.7 | 0.0022
C=CCN(c1ccccc1)S(=O)(=O)c1ccc(Cl)c(C(=O)OCC(=O)N(C)C2CCS(=O)(=O)C2)c1 (stereo not drawn) | 4 | -3 | -14 | -6 | -3 | -17 | -2.0 | 0.4 | -1.3
O=S(=O)(NCC(c1cccnc1)N1CCN(c2ccccc2F)CC1)c1cccs1 (stereo not drawn) | 0 | -1 | -23 | -7 | 3 | -37 | -1.1 | -0.4 | 0.43
CCOC(=O)c1c(NC(=O)c2ccco2)sc2c1CCCCC2 | 12 | -7 | -279 | -11 | -9 | -12 | 0.1 | 0.3 | nt
O=c1oc2ccccc2c(Nc2ccccc2O)c1[N+](=O)[O-] | 9 | -17 | -11 | 0 | 0 | -21 | 1.6 | 0.4 | -1.9
Cc1c(C(=O)OCC(=O)Nc2cccc(S(N)(=O)=O)c2)oc2c1ccc1ccccc12 | 2 | 5 | -164 | -1 | -2 | -30 | 1.8 | 1.0 | 0.51
O=C1CN(C(=O)c2ccc(Br)o2)C(c2ccc(F)cc2)c2cc(F)ccc2N1 (stereo not drawn) | -41 | -2 | -16 | 2 | -9 | -8[20 µM] | 1.1 | 1.1 | -0.18

# 2 consecutive compounds out of the list so far:
Structure | PPC-1+TRAIL kill | Tb hexokinase | m-calpain inh | thrombin 1536 | EBV gp42 block | Furin inh | zfTRPN1 agonist | TRPML3 ag | Cl transport mod
COc1cc2[nH]c(=S)nc(NC3CCCC3)c2cc1OC | 10 | -17 | -15 | -5 | -9 | -11 | 0.2 | 0.3 | -1.9
CCCC1(c2ccccc2)NC(=O)N(CC(=O)Nc2cc(C)on2)C1=O (stereo not drawn) | 33 | 1 | -9 | -3 | -6 | -23 | 5.0 | 1.3 | -0.39

# The listing continues.
Structure | PPC-1+TRAIL kill | Tb hexokinase | m-calpain inh | thrombin 1536 | EBV gp42 block | Furin inh | zfTRPN1 agonist | TRPML3 ag | Cl transport mod
Cn1cc([N+](=O)[O-])c(C(=O)NCc2ccco2)n1 | 4 | -4 | 19 | -4 | -6 | -7 | 1.5 | 1.0 | nt
Cc1ccc(NC(=O)CN(C)Cc2ccc(Cl)cc2)cc1 | -37 | 0 | -2 | -3 | 0 | -22 | 0.5 | 0.1 | -0.79
O=C(OCC1OC(n2ccc(=O)[nH]c2=O)C(O)C1OC(=O)c1ccccc1)c1ccccc1 (stereo not drawn) | -28 | -1 | 35 | 3 | -9 | -14[20 µM] | 0.2 | 1.2 | -0.83
O=C(Cc1ccc(F)cc1)c1ccc(O)cc1O | 7 | -53 | -17 | 3 | 18 | -12[20 µM] | -0.1 | 1.2 | -3.8
COc1ccc(S(=O)(=O)Nc2cc(C(=O)NC3CCCCCC3)ccc2N2CCOCC2)cc1 | 3 | -10 | -47 | -4 | 4 | -21 | -0.2 | 0.6 | nt
COC(=O)c1cc(S(=O)(=O)Nc2cc(S(=O)(=O)N(C)C)ccc2C)oc1C | 5 | -7 | -8 | -2 | -16 | -5 | 0.4 | 1.0 | 0.24
COc1ccc(N(C)S(=O)(=O)c2cccc(C(=O)NCc3ccc4c(c3)OCO4)c2)cc1 | 14 | 2 | 11 | 5 | -8 | -16 | 1.2 | 1.6 | nt
CCOCCCNC(=O)C(c1ccccc1)N(Cc1cccs1)C(=O)CNC(C)=O (stereo not drawn) | -1 | 1 | -6 | -2 | -14 | -28 | -0.6 | 0.3 | 0.6
CCOC(=O)C(=CNc1cc(C)nn1-c1ccccc1)C(=O)OCC | 1 | -22 | 6 | -14 | -1 | -21[20 µM] | -1.4 | -1.9 | -0.79
O=S(=O)(NC1CCN(Cc2ccccc2)CC1)c1ccc2ccccc2c1 | 24 | 7 | -1 | -3 | 0 | -24 | 0.0 | 1.3 | 0.042
Cc1ccc(NC(=O)C2CCCN(S(=O)(=O)c3c(C)noc3C)C2)nc1 (stereo not drawn) | 20 | -6 | -25 | 4 | -7 | 6 | 1.2 | 1.0 | 0.67
COC(=O)c1sccc1NC(=O)C1CC1 | 8 | 0 | -20 | -4 | -4 | -20 | -0.5 | 0.6 | 0.15
